GLS inhibitor – glutaminase GLS (human) inhibition; O94925; AID 624170; actives 0.21% (n = 410,000); Potency, µM (series often up to 45.5 µM), inactives show at the top dose activity change, negative = inhibition, actives largely listed as inhibitors; GLS enzymatic activity, qHTS titration; note: potency is the fitted concentration of half-maximal effect; % is set by controls: 0 for no effect and ±100 for the full control effect
Target sequence (O94925 whole entry, looked up): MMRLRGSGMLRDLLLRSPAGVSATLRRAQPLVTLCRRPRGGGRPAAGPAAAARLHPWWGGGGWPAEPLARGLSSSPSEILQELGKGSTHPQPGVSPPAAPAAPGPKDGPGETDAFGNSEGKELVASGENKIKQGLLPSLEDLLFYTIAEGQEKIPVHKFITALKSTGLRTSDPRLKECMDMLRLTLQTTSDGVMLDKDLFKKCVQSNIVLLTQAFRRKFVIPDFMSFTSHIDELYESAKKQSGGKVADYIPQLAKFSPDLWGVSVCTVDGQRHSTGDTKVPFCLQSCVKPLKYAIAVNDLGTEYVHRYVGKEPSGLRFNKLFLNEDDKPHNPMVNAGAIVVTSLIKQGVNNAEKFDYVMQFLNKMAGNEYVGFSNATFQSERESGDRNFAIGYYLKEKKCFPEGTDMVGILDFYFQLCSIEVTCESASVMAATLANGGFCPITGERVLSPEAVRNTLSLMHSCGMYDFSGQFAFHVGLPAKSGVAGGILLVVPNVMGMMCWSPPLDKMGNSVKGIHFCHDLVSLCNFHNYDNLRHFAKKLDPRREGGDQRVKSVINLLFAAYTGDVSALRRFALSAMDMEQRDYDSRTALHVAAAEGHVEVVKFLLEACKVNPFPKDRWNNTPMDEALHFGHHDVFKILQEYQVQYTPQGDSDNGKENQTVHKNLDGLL
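Human kidney-isoform GLS in 45 mM KH2PO4 pH 8.2, 0.02% Tween-20, with compound, started with 1mM L-Glutamine (added stock). Glutamate oxidase/HRP/Amplex red coupled fluorescence read at start and after 30 min at RT.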
HP1b chromo inh – blocks HP1-beta chromodomain binding to methylated histone tails | P83916 | AlphaScreen HP1-beta / biotin-H3K9me3 peptide binding | Potency, µM (doses to about 114 µM), for the others: at the highest dose activity change, negative = inhibition, hits mostly inhibitors | actives 0.56% (n = 390,000); note: potency is the fitted concentration of half-maximal effect; nearly all actives have a fitted effect of over 70% in size; inactives centre near 23
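HP1-beta protein (50 nM final) preincubated 30 min at room temperature with biotinylated H3(1-18)K9me3 peptide (50 nM) in PBS pH 7.4, 0.01% Tween-20, then compound added for 30 min. AlphaScreen streptavidin donor/nickel chelate acceptor beads (10 ug/mL final), 30 min dark, luminescence read.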
12-LOX inh – inhibitors of human 12S-lipoxygenase ALOX12; P18054; actives 1.1% (n = 580,000); purified 12hLO, xylenol orange hydroperoxide absorbance; Potency, µM (series often up to 108 µM), for inactives: at the highest dose activity change, negative = inhibition, most hits filed as inhibitors; note: potency is the fitted concentration of half-maximal effect; % is set by controls: 0 for no effect and ±100 for the full control effect
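Purified human 12hLO at 150 nM in 25 mM Hepes, 0.01% Triton X-100, pH 7.0, preincubated 15 min at room temperature with compound. Reaction started with 40 uM arachidonic acid, 30 min at room temperature. Hydroperoxide measured by Fe-xylenol orange, 573/405 nm absorbance ratio.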
PI4K2A inh – inhibitors of human PI4K2A; activity change, negative = inhibition, % at 76.9 µM; purified PI4K2A, ADP-Glo luminescence, 1 h; stronger effect = lower value; Q9BTU6; actives 0.13% (n = 420,000); in the data active = activity change below about -50%; inconclusive = mostly about -30% to -49%;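 note: -100% = wells without enzyme as full effect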
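PI4K2A activity was measured by ADP-Glo luminescence: enzyme (4 ug/mL stock) and phosphatidylinositol (1.2 mM stock) in Tris pH 7.5/MgCl2/EGTA/Triton X-100 buffer were reacted with ATP (300 microM stock) for one hour at ambient temperature.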
G9a block – inhibitors of human histone lysine methyltransferase G9a; Q96KQ7; G9a H3K9 monomethylation, AlphaScreen, 2 h; Potency, µM (doses to about 102 µM), without a hit: top-dose activity, negative = inhibition, most hits filed as inhibitors; actives 8.8% (n = 350,000); AID 504332; note: potency is the fitted concentration of half-maximal effect; % is set by controls: 0 for no effect and ±100 for the full control effect; nearly all actives have a fitted effect of over 75% in size
Target sequence (Q96KQ7 913-1193 limits assumed): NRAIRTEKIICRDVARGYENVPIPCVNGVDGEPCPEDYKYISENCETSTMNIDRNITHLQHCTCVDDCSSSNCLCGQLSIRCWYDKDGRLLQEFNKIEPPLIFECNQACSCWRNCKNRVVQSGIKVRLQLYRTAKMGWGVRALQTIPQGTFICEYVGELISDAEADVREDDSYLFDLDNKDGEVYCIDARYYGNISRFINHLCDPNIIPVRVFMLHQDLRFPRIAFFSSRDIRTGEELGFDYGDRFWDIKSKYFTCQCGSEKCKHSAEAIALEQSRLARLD
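AlphaScreen read-out: biotin-H3K9 peptide (500 nM) methylation by 20 nM enzyme with 20 uM SAM, 2 h at room temperature after 15 min compound preincubation; anti-monomethyl H3K9 antibody plus donor/acceptor beads, 10 min dark.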
JMJD2A Tudor – JMJD2A Tudor domain (human) inhibition; AlphaScreen JMJD2A-Tudor / H3K4me3 peptide binding; Potency, µM (series often up to 114 µM), without a hit: at the highest dose activity change, negative = inhibition, most hits filed as inhibitors; actives 4.4% (n = 390,000); O75164; note: potency is the fitted concentration of half-maximal effect; % is set by controls: 0 for no effect and ±100 for the full control effect; nearly all actives have a fitted effect of over 50% in size
RGS4 inh – human RGS4 inhibition; Potency, µM (top dose mostly 114 µM), without a hit: at the highest dose activity change, negative = inhibition, most hits filed as inhibitors; actives 0.039% (n = 390,000); Transcreener GDP fluorescence polarization, RGS4-accelerated GTP hydrolysis; note: potency is the fitted concentration of half-maximal effect; % is set by controls: 0 for no effect and ±100 for the full control effect; nearly all actives have a fitted effect of over 75% in size; some results filed as inactive show a strong effect at the top dose
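MLSMR compounds (23 nl, pin-transferred) preincubated 10 min at room temperature with a 500nM (2x) first reagent, then RGS4 at 900nM (2x) plus Transcreener GDP mix added; fluorescence polarization (620/688 nm) read before and after 90 min at 30 °C.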
BAZ2B inh – inhibitors of human BAZ2B bromodomain; actives 4.4% (n = 360,000); AID 504333; AlphaScreen BAZ2B-H3K14Ac peptide displacement; Potency, µM (highest dose often 114 µM), without a hit: top-dose activity change, negative = inhibition, actives largely listed as inhibitors; note: potency is the fitted concentration of half-maximal effect; % is set by controls: 0 for no effect and ±100 for the full control effect; nearly all actives have a fitted effect of over 60% in size
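Compounds, titrated to a top concentration of 110 uM, were incubated 30 min at room temperature with preformed BAZ2B/acetyl-K14 H3 peptide complex (50 nM each). Proximity signal was measured by AlphaScreen after 20 min with beads.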
ERG Ets-DNA blk – ERG Ets/DNA interaction inhibition; P11308; fluorescence polarization, His-ERG Ets domain / labelled DNA; Potency, µM (highest dose often 76.9 µM), inactives show at the highest dose FP activity, negative = inhibition, actives largely listed as inhibitors; actives 0.028% (n = 370,000); AID 624246; active = well fitted inhibition curve with a large enough effect in the polarisation, with a control signal flat; inconclusive = small, poorly fitted or top-dose-only effect, or effect the other way, or a change in a side signal; inactive = no such curve, though single readings can be large or run the other way; the % refers to the polarisation;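 note: polarization taken with two DNA probes labelled with fluorescein and Texas red; potency is the fitted concentration of half-maximal effect; % of control where 0% means no effect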
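His-tagged ERG Ets domain (1 uM in the protein solution; 300mM KCl, 50mM Tris-HCl, 1mM EDTA, 1mM DTT, pH 7.5) received compound, then a probe mix of 5 nM fluorescein-DNA and 100nM Texas-615-DNA. Fluorescence polarization was read for both dyes.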
* hit, by the source's call; ? = inconclusive; / = no result given; [ ] = remark or other dose. Unless noted, calls come from the whole dose curve; as a rule, active = well fitted curve in the direction sought with a large enough effect; inconclusive = small, poorly fitted or top-dose-only effect, or another doubt; inactive = no such curve, though single readings can be large; an effect the other way counts as inactive or inconclusive. An excerpt; rates above refer to the full screens.

SMILES	GLS inhibitor	HP1b chromo inh	12-LOX inh	PI4K2A inh	G9a block	JMJD2A Tudor	RGS4 inh	BAZ2B inh	ERG Ets-DNA blk
COc1ccc(-c2csc(C3=C(O)CN(CCCN4CCCC4=O)C3=N)n2)cc1OC	-8%	28%	0%	-5	-27%	-9%	-16%	-34%	14%
CC(C)COc1ccc(C(=O)Nc2ccc(SC(F)F)cc2)cc1	-4%	15%	2%	-2	55%[activator][59 µM]	-10%	-4%	-5%	7%
Cc1nn(Cc2ccccc2)c(C)c1NS(=O)(=O)c1ccccc1	18%	14%	-12%	4	/	-6%	17%	-1%	-5%
C=CCn1c(-c2ccccc2)nc(=S)c2c1CCCC2	-21%	13%	?	0	-41%	-13%	8%	-14%	-7%[15.4 µM]
CCOC(=O)c1c(NC(=O)CCS(=O)(=O)c2ccccc2)sc2c1CC(C)(C)NC2(C)C	-9%	22%	-17%	-8	/	-17%	19%	0%	-1%
COc1cc(OC)c(C(=O)Oc2ccc3c(c2)OCO3)cc1OC	-7%	31%	-19%	-10	?	-8%	4%	32%	?
O=C1CCSc2ccc(S(=O)(=O)Nc3cccc(C(F)(F)F)c3)cc2N1	3%	36%	0%	1	1%[59 µM]	3%	-8%	7%[57.1 µM]	-2%
Cc1ccc(C2(C)NC(=O)N(CC(=O)N3CCN(S(=O)(=O)c4cccs4)CC3)C2=O)cc1 (configuration not stated)	-2%	19%	-5%	-2	-38%	-10%	24%	-3%	4%
CCOCCCNC(=O)c1cccc(OC2CCN(S(C)(=O)=O)CC2)c1	-3%	22%	0%	9	/	-10%	13%	-2%	-6%
Nc1nonc1-c1nc2ccccc2n1CC(=O)Nc1cccc(C(F)(F)F)c1	4%	87%[activator]	-18%	-6	47%[59 µM]	-11%	-12%	0%	14%
CN(C)S(=O)(=O)c1cccc(-c2nn(-c3ccccc3)cc2/C=C(\C#N)c2nc3ccccc3[nH]2)c1	4%	52%[activator]	-26%	3	26%[59 µM]	-7%	25%	3%	-7%
Cc1cccc(C)c1-n1c(C)nn(CC2CC2)c1=O	0%	21%	-2%	-6	10%	12%	-12%	-25%	-11%
CCN1CCN(C(c2ccc(OC)cc2)c2c(O)cc(C)n(Cc3ccco3)c2=O)CC1 (configuration not stated)	19%	10%[57 µM]	?	1	?	79µM*	-8%	-17%	-1%
CC(C)Oc1ccc(C(=O)NC(C)(C)CO)cc1	7%	5%	-28%	0	-2%	-1%	-35%	?	-23%
CCOC(=O)c1c(NC(=O)c2ccccc2C(=O)O)sc2c1CCC2	52%[activator]	8%	-12%	-6	34%[activator]	-19%	-7%	-36%	-2%
CCOC(=O)c1c(C)oc2nc(C)nc(NCc3ccc(OC)cc3OC)c12	-10%	28%	?	-7	-4%[59 µM]	-15%	-9%	-12%[57.1 µM]	8%
CC1Cc2ccccc2N1C(=O)C1CCCN1S(=O)(=O)c1ccc(Cl)cc1 (configuration not stated)	3%	1%	9%	-7	?	-13%	13%	2%	/
CCN(CC)CCOC(=O)c1cccc(Cl)c1	19%	25%	?	-16	-45%	1%	1%	-7%	3%
O=C(Nc1ccc2c(c1)OCCO2)c1ccoc1	-16%	16%	116%[activator]	-3	10%[59 µM]	2%	-31%	-2%	-8%
Cc1nn(C)c(C)c1NC(=O)/C(C#N)=C\N(C)C	-3%	37%	276%[activator]	-2	-44%	-6%	-16%	-3%	-2%
COC(=O)CN1C(=O)C2(C(C#N)=C(N)Oc3ccccc32)C2=C1CC(C)(C)CC2=O (configuration not stated)	4%	35%	-4%	-3	18%	-1%	1%	8%	-1%
O=C(CCC(=O)N1CCN(S(=O)(=O)c2ccccc2)CC1)NC1CCCc2ccccc21 (configuration not stated)	4%	26%	0%	0	11%[59 µM]	2%	0%	9%	11%
CC1=Nc2cc(C(=O)NCCCOC(C)C)ccc2Sc2ccc(C)cc21	-15%	15%	-3%	2	14%[59 µM]	-13%	-14%	-15%	0%
N#Cc1ccc(COC(=O)CCc2c[nH]c3ccccc23)cc1	14%	20%	?	3	57%[activator]	-13%	14%	0%	1%
C#CCOCCOCCOCCNc1nc(N2CCN(C(=O)CCCCCCCCCCNC(=O)[C@H](CCC(=O)O)n3cc(CCCCCN)nn3)CC2)nc(N2CCN(C(=O)CCCCCCCCCCNC(=O)[C@@H]([C@H](C)O)n3cc(C)nn3)CC2)n1	3%	16%	/	-4	-8%[2.33 µM]	?	-21%	-38%	-13%

Reformatted with values under each structure: entries from further up
Values in the order: GLS inhibitor | HP1b chromo inh | 12-LOX inh | PI4K2A inh | G9a block | JMJD2A Tudor | RGS4 inh | BAZ2B inh | ERG Ets-DNA blk
> COc1ccc(-c2csc(C3=C(O)CN(CCCN4CCCC4=O)C3=N)n2)cc1OC
→ -8% | 28% | 0% | -5 | -27% | -9% | -16% | -34% | 14%
> CC(C)COc1ccc(C(=O)Nc2ccc(SC(F)F)cc2)cc1
→ -4% | 15% | 2% | -2 | 55%[activator][59 µM] | -10% | -4% | -5% | 7%
> Cc1nn(Cc2ccccc2)c(C)c1NS(=O)(=O)c1ccccc1
→ 18% | 14% | -12% | 4 | / | -6% | 17% | -1% | -5%
> C=CCn1c(-c2ccccc2)nc(=S)c2c1CCCC2
→ -21% | 13% | ? | 0 | -41% | -13% | 8% | -14% | -7%[15.4 µM]
> CCOC(=O)c1c(NC(=O)CCS(=O)(=O)c2ccccc2)sc2c1CC(C)(C)NC2(C)C
→ -9% | 22% | -17% | -8 | / | -17% | 19% | 0% | -1%
> COc1cc(OC)c(C(=O)Oc2ccc3c(c2)OCO3)cc1OC
→ -7% | 31% | -19% | -10 | ? | -8% | 4% | 32% | ?
> O=C1CCSc2ccc(S(=O)(=O)Nc3cccc(C(F)(F)F)c3)cc2N1
→ 3% | 36% | 0% | 1 | 1%[59 µM] | 3% | -8% | 7%[57.1 µM] | -2%

(further entries)
SMILES	GLS inhibitor	HP1b chromo inh	12-LOX inh	PI4K2A inh	G9a block	JMJD2A Tudor	RGS4 inh	BAZ2B inh	ERG Ets-DNA blk
COc1cccc(/C=C/C(=O)Nc2ccccc2N2CCOCC2)c1	-4%	28%	-7%	1	-24%	-21%	-15%	-15%	14%
Cc1cc(NC(=O)c2ccc(Br)c([N+](=O)[O-])c2)no1	-16%	42%[activator]	0%	0	2%	1%	-10%	-4%	3%
COc1cccc(NC(=O)CSc2nc3c(sc4ccccc43)c(=O)n2CCCN2CCCC2)c1	5%	-12%[57 µM]	-27%	-11	5%[59 µM]	?	-32%	-34%	-2%
Cc1ccc(N2C(=O)[C@@H]3CSC(c4ccc(F)cc4)N3C2=O)cc1 (some centres not stated)	0%	59%[activator]	-16%	2	11%[59 µM]	13%	15%	5%	0%
CC(C)(C)C(=O)N1CCC(O)(CS(=O)(=O)c2ccc(Cl)c(Cl)c2)CC1	78%[activator]	38%	0%	-1	-7%	-17%	-11%	-7%	8%
CC(=O)Nc1ccc(NC2=C(Cl)C(=O)c3ccccc3C2=O)cc1	0%	14%	-1%	-8	-90%	-10%	-12%	-5%	3%
O=C(NCc1cccnc1)/C(=C/c1ccc(-c2cccc(C(F)(F)F)c2)o1)NC(=O)c1ccccc1	6%	-5%	10%	-1	-3%[59 µM]	?	-22%	-4%	-4%
COC(=O)C(C(=O)NCC1CCCO1)C1CCCCCC1 (configuration not stated)	6%	32%	-8%	-5	5%[12.7 µM]	-5%	-31%	12%	-2%
CCOc1ccc2nc(NS(=O)(=O)c3cccs3)sc2c1	3%	38%	4%	4	24%	-6%	-12%	-3%	10%
CCC(C)NC(=O)N[C@@H](Cc1ccccc1)C(=O)O (some centres not stated)	-10%	43%[activator]	-17%	-19	6%	-13%	-9%	-4%	5%
COc1ccc(Cl)cc1Nc1nnc(-c2ccncc2)s1	1%	103%[activator]	0%	8	-13%	?	-28%	?	6%
O=[N+]([O-])c1ccc(N2CCNCC2)cc1Sc1nc2ccccc2[nH]1	13%	-8%	-3%	0	2%[59 µM]	-23%	24%	0%	11%
COC(=O)Cc1c(C)nc2nc(-c3ccco3)[nH]n2c1=O	-2%	50%[activator]	1%	-3	?	-19%	16%	22%	3%
O=C(CCCCCN1C(=O)[C@@H]2Cc3ccccc3CN2C1=O)Nc1cccc(F)c1	0%	81%[activator]	-10%	1	24%	-1%	-1%[11.4 µM]	-8%	-4%
CC1(C)C[C@H](O)[C@]2(CO)CC[C@]3(C)C(=CCC4[C@@]5(C)CC[C@H](O)C(C)(C)C5CC[C@]43C)[C@@H]2C1 (some centres not stated)	1%	39%	25%	-1	0%[12.7 µM]	-14%	-17%	3%	1%
